# West Nile virus CPE = West Nile virus antiviral activity, cell-based, CPE readout (AID 1621) | West Nile virus-infected cells, CPE inhibition; higher % means a stronger effect | CPE inhibition, % at 10 µM, or IC50 in µM where a hit was titrated | 290,000 compounds, 0.02% hits; in the data active = a potency from the dose series; inconclusive = CPE inhibition mostly from about 3.7% at the one dose, without a potency; inactive = the rest, 99 in 100 with CPE inhibition below about 2.2%; note: strong numbers were not always called active
# SV40 large T antigen = SV40 large T antigen inhibitors, biochemical (AID 1903); 310,000 compounds, 0.39% hits; inhibition, % at 20 µM; hits with a dose series show IC50 in µM; SV40 large T antigen ATPase/helicase inhibition assay; higher % means a stronger effect; in the data active = a potency from the dose series; inconclusive = inhibition mostly from about 32% at the one dose, without a potency; inactive = the rest, 99 in 100 with inhibition below about 32%; note: strong numbers were not always called active
# RSV antiviral HEp-2 = RSV antiviral activity via CPE protection, HEp-2 cells, primary 10 µM value included (AID 2391); CPE inhibition, % at 10 µM, or IC50 in µM where a hit was titrated; 310,000 compounds, 0.13% hits; HEp-2 cells, RSV-induced CPE inhibition; higher % means a stronger effect; in the data active = a potency from the dose series; inconclusive = CPE inhibition mostly from about 23% at the one dose, without a potency; inactive = the rest, 99 in 100 with CPE inhibition below about 21%; note: strong numbers were not always called active
# NTR1 agonist = agonists of NTR1, primary screen, imaging, U2OS cells, beta-arrestin-GFP, high content (AID 493036) | Neurotensin receptor type 1 (Homo sapiens), P30989 | NTR1-U2OS beta-arrestin-GFP spot imaging, agonist mode | activation, % at 20 µM | 330,000 compounds, 0.17% hits;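 active = activation at or above 40% of the spot to cytoplasm intensity ratio, with at least 20 cells analyzed; inconclusive = wells under 20 cells, flagged as cytotoxic or low count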;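 note: 0% = DMSO without peptide and 100% = 100 nM NTR1 peptide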
# Target sequence (P30989 whole entry, looked up): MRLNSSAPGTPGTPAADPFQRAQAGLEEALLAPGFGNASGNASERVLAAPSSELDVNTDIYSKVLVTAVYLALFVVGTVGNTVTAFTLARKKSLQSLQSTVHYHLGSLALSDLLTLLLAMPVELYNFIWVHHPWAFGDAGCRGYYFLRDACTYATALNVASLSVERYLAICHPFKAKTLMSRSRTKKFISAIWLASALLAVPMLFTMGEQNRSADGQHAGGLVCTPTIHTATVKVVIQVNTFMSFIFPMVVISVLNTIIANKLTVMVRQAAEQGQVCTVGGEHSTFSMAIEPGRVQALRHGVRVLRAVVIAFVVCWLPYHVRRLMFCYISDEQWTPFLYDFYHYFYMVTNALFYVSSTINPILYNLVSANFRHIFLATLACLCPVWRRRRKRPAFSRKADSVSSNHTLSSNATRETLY
# UTI89 phage lysis = inhibition of K1F phage lysis, E. coli UTI89, bacterial capsule biogenesis inhibitors, alamar blue (AID 488966). E. coli UTI89 K1F phage lysis, alamar blue, 2 h; higher % means a stronger effect. inhibition, % at 100 µM; hits with a dose series show IC50 in µM. 340,000 compounds, 0.02% hits;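 active = phage lysis inhibition, versus mean bacterial control, above a set limit; inconclusive = no clear call, values can overlap the other calls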;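 note: capsule biogenesis inhibitors block K1F phage lysis so surviving cells raise fluorescence; higher fluorescence means more inhibition of phage lysis; actives were called in the ten point dose series up to 300 µM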
# AID2073 = inhibitors of Mint1-CaV2.2 protein interaction, biochemical, HTRF (AID 2073); Voltage-dependent N-type calcium channel subunit alpha-1B (Homo sapiens); HTRF protein-protein interaction, Mint1-CaV2.2; higher % means a stronger effect; inhibition, % at 20 µM; hits with a dose series show IC50 in µM; 290,000 compounds, 0.19% hits; in the data active = inhibition mostly above about 51%, no sharp cut-off; inconclusive = no clear call, values can overlap the other calls; inactive = mostly below about 53%; note: some results filed as inactive read as strong as hits
# NS5 inhibitors = Dengue-2 NS5 methyltransferase inhibitors, primary screen, biochemical, confirmation dose response (AID 588689) | Genome polyprotein (Dengue virus type 2 (strain 16681-PDK53)) | Dengue-2 NS5 methyltransferase capping enzyme assay, biochemical; higher % means a stronger effect | inhibition, % at 25 µM; hits with a dose series show IC50 in µM | 340,000 compounds, 0.3% hits; in the data active = a potency from the dose series; inconclusive = inhibition above about 29% without an active follow-up result
# Siah-1 displacement = Siah-1 peptide-binding antagonists, primary screen, biochemical, fluorescence polarization, rhodamine-plectin, uHTS (AID 1817) | displacement, % at 20 µM; hits with a dose series show IC50 in µM | 290,000 compounds, 0.02% hits | Siah-1 / rhodamine-plectin peptide fluorescence polarization; higher % means a stronger effect;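 active = displacement of at least 50% at 20 µM, with a fluorescence ratio check between 0.3 and a set limit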;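 note: plate controls were Siah plus tracer with DMSO for no effect and tracer alone without Siah for full effect; strong numbers were not always called active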
# Rac1 GTP hydrolysis = MgcRacGAP GTPase-activating activity inhibitors, confirmation, biochemical, ADP Hunter fluorescence; Rac GTPase-activating protein 1 (Homo sapiens); MgcRacGAP-stimulated Rac1 GTP hydrolysis, ADP Hunter fluorescence; higher % means a stronger effect; GST-tagged Rac1 F28L mutant substrate; one-dose inhibition, % at 30 µM; IC50 in µM for titrated hits; 340,000 compounds, 0.6% hits; AID 624330, 2012;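 active = first-screen hits whose inhibition reached a set limit at any dose in the follow-up dose series; inconclusive = inhibition above the set first-screen limit but never retested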;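 note: fluorescence reports GDP produced by GAP-driven GTP hydrolysis; strong numbers were not always called active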
# NTR1 agonist cell count 20 µM = further read-out of NTR1 agonist, marked with its call; cell count; measured here: cell count, cytotoxicity flag
# NS5 inhibitors pilot replicate = also measured in NS5 inhibitors; calls as there; inhibition, %; measured here: pilot screen replicate inhibition
# * hit, by the source's call; ? = inconclusive; / = no result given; [ ] = dose if it differs, or a comment.
SMILES,West Nile virus CPE,SV40 large T antigen,RSV antiviral HEp-2,NTR1 agonist,NTR1 agonist cell count 20 µM,UTI89 phage lysis,AID2073,NS5 inhibitors,Siah-1 displacement,Rac1 GTP hydrolysis,others
O=C(NC(=S)N(Cc1ccccc1)c1ccccn1)C1CCCCC1,-0.1%,4%,0.9%,0.6,44,1.9%[50 µM],-6%,-2%,14%,7%,
COc1cc(CN2CCc3c([nH]c4ccccc34)C2)cc(OC)c1,-0.8%,9%,1.7%,2.3,61,-0.3%,17%,-23%,13%,9%,
CCCCn1c(=O)[nH]c(=O)c2c1nc(-c1ccc(OCCC)c(OCC)c1)n2C,-0.1%,10%,3.2%,7.7,62,-0.3%,10%,-6%,3%,10%,
O=C(Nc1cc(Br)c(O)c(Br)c1)c1cccc(NC(=O)c2ccco2)c1,-0.2%,28%,1.7%,-0.6,52,-0.3%,-9%,1%,-7%,95µM*,
Cc1ccc(S(=O)(=O)N2CCN(C(=O)CCC(=O)NCCc3ccc(S(N)(=O)=O)cc3)CC2)c(C)c1,0.8%,11%,0.6%,-1.0,46,0.8%,-9%,-5%,0%,-2%,
O=C(CSc1nccc(=O)[nH]1)Nc1ccccc1Sc1ccccc1,1.0%,11%,2.8%,-0.1,61,-0.5%,8%,-1%,-4%,6%,
COc1ccccc1NS(=O)(=O)c1cc(C(=O)NCC(c2ccco2)N2CCCCC2)ccc1C (stereo unspecified),/,3%,-0.5%,0.7,52,4.1%[50 µM],/,-14%,/,3%,
Cc1cc(=O)oc2cc(NC(=S)NCc3cccnc3)ccc12,-0.7%,3%,-1.3%,-0.2,38,0.1%,-6%,-2%,-1%,8%,
COc1ccc(S(=O)(=O)Cc2ccc(C(=O)NCC(OC)OC)o2)cc1,-0.1%,2%,0.7%,0.2,94,0.3%,4%,-7%,2%,5%,
COc1cccc(CC(=O)OCC(=O)c2cc(OC)c(OC)c(OC)c2)c1,/,/,/,1.3,64,0.5%[50 µM],/,-9%,/,5%,

# A section from the list above, as a working copy:
SMILES,West Nile virus CPE,SV40 large T antigen,RSV antiviral HEp-2,NTR1 agonist,NTR1 agonist cell count 20 µM,UTI89 phage lysis,AID2073,NS5 inhibitors,Siah-1 displacement,Rac1 GTP hydrolysis,others
O=C(NC(=S)N(Cc1ccccc1)c1ccccn1)C1CCCCC1,-0.1%,4%,0.9%,0.6,44,1.9%[50 µM],-6%,-2%,14%,7%,
COc1cc(CN2CCc3c([nH]c4ccccc34)C2)cc(OC)c1,-0.8%,9%,1.7%,2.3,61,-0.3%,17%,-23%,13%,9%,
CCCCn1c(=O)[nH]c(=O)c2c1nc(-c1ccc(OCCC)c(OCC)c1)n2C,-0.1%,10%,3.2%,7.7,62,-0.3%,10%,-6%,3%,10%,
O=C(Nc1cc(Br)c(O)c(Br)c1)c1cccc(NC(=O)c2ccco2)c1,-0.2%,28%,1.7%,-0.6,52,-0.3%,-9%,1%,-7%,95µM*,
Cc1ccc(S(=O)(=O)N2CCN(C(=O)CCC(=O)NCCc3ccc(S(N)(=O)=O)cc3)CC2)c(C)c1,0.8%,11%,0.6%,-1.0,46,0.8%,-9%,-5%,0%,-2%,
O=C(CSc1nccc(=O)[nH]1)Nc1ccccc1Sc1ccccc1,1.0%,11%,2.8%,-0.1,61,-0.5%,8%,-1%,-4%,6%,

# Continuation.
SMILES,West Nile virus CPE,SV40 large T antigen,RSV antiviral HEp-2,NTR1 agonist,NTR1 agonist cell count 20 µM,UTI89 phage lysis,AID2073,NS5 inhibitors,Siah-1 displacement,Rac1 GTP hydrolysis,others
O=C(Cc1ncc(C(F)(F)F)cc1Cl)N1CCN(c2cccc(Cl)c2)CC1,-0.8%,7%,5.5%,-0.7,93,-0.3%,-4%,-2%,0%,7%,
Cc1cc(C2(c3ccc(O)c(C)c3)C(=O)N(C)c3ccc(Br)cc32)ccc1O,/,5%,?,12,53,-2.1%,/,4%,/,4%,
Cc1nn(Cc2ccccc2)c(C)c1NC(=O)CCC(=O)O,0.6%,17%,-0.1%,1.9,46,0.0%,1%,1%,-1%,-13%,
C=CCn1cccc(/C=C/C(=O)c2ccc(C(C)(C)C)cc2)c1=S,-0.6%,24%,-1.8%,/,/,-0.2%[50 µM],34%,6%,-1%,9%,
CN(C)C(=O)CCSc1nnc(-c2ccncc2)o1,0.5%,8%,2.5%,-1.1,59,0.7%,-4%,-1%,-2%,7%,
CCCn1c(C)cc(C(=O)COC(=O)c2ccc(Cl)c(S(=O)(=O)N3CCCC3)c2)c1C,0.5%,-3%,2.7%,2.3,74,-0.1%,2%,-10%,-2%,0%,
C=CCSc1nc2sc3c(c2c(=O)[nH]1)CCC3,0.5%,6%,1.5%,2.7,46,-0.5%,3%,-4%,1%,3%,
COc1ccc(/C=N/Nc2nc3ccccc3s2)cc1O,0.9%,17%,/,/,/,-0.7%,19%,0%,-9%,102µM*,
CCOC(=O)C#CC(CCc1ccccc1)OS(N)(=O)=O (stereo unspecified),0.1%,16%,-0.2%,1.6,67,2.2%,3%,-9%,4%,10%,
Cc1nn(-c2ccccc2)c(C)c1NC(=O)COC(=O)c1cc([N+](=O)[O-])ccc1NCCO,1.5%,8%,2.3%,1.0,50,0.1%,4%,2%,-2%,6%,
COCC(C)n1c(C)cc(C(=O)CSc2nnc(N)s2)c1C (stereo unspecified),0.4%,13%,1.2%,0.2,50,-0.1%,-7%,0%,2%,7%,
CN(C)C(=O)CN1C(=O)NC2(CCc3ccccc32)C1=O (stereo unspecified),1.6%,10%,1.6%,0.2,67,-0.6%[50 µM],14%,-7%,2%,10%,
Cc1ccsc1/C=N/NC(=O)c1cc(-c2ccncc2)nc2ccccc12,-0.8%,7%,2.8%,2.1,67,8.0%,7%,2%,-4%,-2%,
CC(C)N1C2OC(C3OC4C(O3)N(C(C)C)S(=O)(=O)N4C(C)C)OC2N(C(C)C)S1(=O)=O (stereo unspecified),0.1%,3%,-0.1%,-0.9,79,0.6%,-4%,5%,2%,1%,NS5 inhibitors pilot replicate=2.9
COC(=O)c1cn(C)c2ccc(S(=O)(=O)N3CCCCC3)cc2c1=O,0.3%,1%,/,/,/,3.5%,-10%,-2%,-6%,-14%,
COc1ccc(-c2csc(NC(=O)CN3C(=O)C4CC=CCC4C3=O)n2)cc1OC (stereo unspecified),-0.4%,20%,5.6%,-0.4,53,0.5%[50 µM],6%,3%,-3%,5%,
O=S(=O)(NCC(c1cccnc1)N1CCN(c2ccccc2F)CC1)c1cccs1 (stereo unspecified),-0.4%,5%,1.2%,0.7,91,-3.7%,-2%,-5%,0%,-3%,
Cc1ccccc1Nc1nc(=O)c2cc([N+](=O)[O-])ccc2s1,-0.5%,15%,7.4%,-2.3,25,4.1%,-2%,-1%,1%,4%,
CCN(CC(=O)Nc1ccc2c(c1)OCCO2)C(=O)CSCC(=O)Nc1ccc(C)cc1,/,4%,-1.4%,0.1,54,1.3%[50 µM],/,-7%,/,6%,
Cc1cccc(NC(=O)C2CCCN2C(=O)OCc2ccccc2)c1 (stereo unspecified),/,/,1.0%,0.4,50,2.7%,/,-1%,/,9%,
CCc1nc(SCC#N)c(C#N)cc1C,0.5%,4%,6.6%,0.1,35,/,20%,/,-1%,/,
CCCCCOc1ccc(CSc2n[nH]c(C)n2)cc1,0.9%,-3%,6.8%,2.9,35,0.3%,-3%,7%,-2%,2%,
COc1ccc2cc(CN(CCCN3CCOCC3)Cc3nnnn3C3CCCCC3)c(=O)[nH]c2c1,-0.8%,7%,-2.8%,0.9,46,0.0%,12%,-1%,-4%,8%,
Cc1cc(C)c(CSc2ncc(-c3ccc([N+](=O)[O-])cc3)[nH]2)c(C)c1,10%,4%,4.8%,7.1,71,0.2%,-2%,-21%,2%,8%,
COc1cc(C(=O)NC2CC(C)(C)NC(C)(C)C2)cc(OC)c1OC,0.2%,18%,-1.9%,-1.1,107,-1.6%,10%,-2%,14%,4%,
Cc1ccc(-c2csc(NC(=O)c3c(C)noc3C)n2)cc1,/,/,3.5%,7.0,54,-0.5%[50 µM],/,-2%,/,-5%,
Cc1ccc(OCCCOc2cccc3cccnc23)cc1C,-0.4%,17%,14%,0.5,45,-0.2%,-6%,-4%,2%,8%,
COc1cc(C)c(Cl)cc1S(=O)(=O)n1ccnc1C,0.6%,5%,0.3%,-0.1,60,4.6%,-2%,3%,-2%,1%,
Cc1nnc(-c2cnn(C)c2N)n1CCCN(C)C,0.4%,-19%,0.7%,0.0,62,-0.2%,6%,0%,11%,1%,
CCC(=O)Nc1cccc(C2=NOC3(C2)C[C@H](C(N)=O)N(C(=O)Cc2ccc([N+](=O)[O-])cc2)C3)c1 (stereo partly specified),0.9%,12%,1.1%,7.7,83,1.2%,8%,-2%,-2%,6%,
CCC(C)NC(=O)CSc1nc2cc3c(cc2c(=O)n1Cc1ccco1)OCO3 (stereo unspecified),-1.2%,0%,/,/,/,0.3%,52%,-1%,1%,7%,
CCOC(=O)c1c(NC(=S)Nc2ccc(OC)cc2)sc2c1CCCCC2,-0.1%,17%,4.1%,3.9,45,4.2%,-6%,-1%,-1%,8%,
CN1CCN(Cc2nc3ccccc3c(=O)n2Cc2nc(-c3ccccc3F)cs2)CC1,60%,-1%,-0.9%,/,/,7.0%,-32%,-2%,4%,17%,
CCCCC(=O)NC(=S)Nc1cccc(C(=O)O)c1,0.5%,10%,1.3%,1.9,33,-2.6%,-9%,1%,2%,5%,
C=CCn1cnc2c(nnn2-c2ccc(OC)c(OC)c2)c1=O,-0.2%,8%,1.6%,1.0,49,0.3%,10%,2%,-4%,2%,
CCOCCCN1CC(C(=O)NCCc2ccccc2)CC1=O (stereo unspecified),-0.3%,1%,-0.5%,-0.7,50,3.8%,13%,-2%,2%,3%,
CNC(=O)CSc1nc2nc(C)cc(C)n2n1,0.3%,-1%,3.7%,0.4,49,-0.1%,-2%,0%,-3%,12%,
O=C1NN(c2ccccc2)C(=O)C2C1C1C=CC2C12CC2 (stereo unspecified),-0.1%,3%,2.6%,0.3,29,-3.1%,26%,-13%,0%,2%,
COc1ccc(NC(=O)CC(C)(C)C)c([N+](=O)[O-])c1,-0.5%,7%,0.5%,3.0,61,-0.8%,8%,-3%,3%,-5%,
CCC(C)NC(=O)Nc1ccc(C)cc1C (stereo unspecified),-0.6%,5%,2.3%,0.4,82,0.2%,5%,-1%,-3%,5%,
